LGR2 inh: Drosophila LGR2 receptor signaling inhibition; HEK293 LGR2, CRE-luciferase, bursicon-stimulated, 4 h; inhibition, % at 9.99 µM; 0.35% of 380,000 active; AID 720647;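 active = drop in luminescence signal, shown as inhibition above about 50% in the replicate tests, limit read from the data, passing the limit was not always enough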;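 note: agonist challenge used bursicon conditioned medium at about half maximal strength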
PGC1a acetyl inh: PGC1a acetylation modulation, inhibitor mode. U2OS PGC1a acetylation, AlphaScreen anti-acetyl-lysine; with virally co-expressed GCN5 acetyltransferase. inhibition, % at 15.6 µM. 0.17% of 350,000 active;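 active = every replicate shows inhibition of at least 40%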;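 note: 0% = neutral control wells and 100% = positive control wells; some results beyond the cut were filed as inactive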
CASP6 VEID inh: caspase-6 (human) enzyme inhibition | P55212 | purified caspase-6, Z-VEID-R110 cleavage fluorescence | inhibition, % at 12.5 µM | 0.53% of 350,000 active | AID 686996;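 active = mean inhibition across replicates at least about 35%, with every replicate also reaching that limit, limit read from the data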;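 note: 0% = median of neutral control wells and 100% = no fluorescence left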
Target sequence (P55212 24-179 limits assumed): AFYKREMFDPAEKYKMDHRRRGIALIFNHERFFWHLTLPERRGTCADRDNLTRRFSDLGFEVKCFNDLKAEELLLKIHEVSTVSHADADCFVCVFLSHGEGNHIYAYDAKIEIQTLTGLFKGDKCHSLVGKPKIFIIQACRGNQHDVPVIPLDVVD
Target sequence (P55212 194-293 limits assumed): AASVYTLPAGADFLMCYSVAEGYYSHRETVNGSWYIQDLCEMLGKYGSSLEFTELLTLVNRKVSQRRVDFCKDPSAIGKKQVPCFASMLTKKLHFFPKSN
PAX8 reporter: PAX8 transcriptional activity inhibition. RMG-I TPO-luciferase reporter, SteadyGlo, 24 h. inhibition, % at 12.6 µM. 1.2% of 360,000 active. AID 652154;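 active = mean replicate inhibition at least 60% with every replicate also reaching 60%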;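 note: luciferase light reporting Pax8 driven TPO promoter activity; plate controls were median of neutral control wells for no effect and mitoxantrone controls for full effect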
FN deposit inh: fibronectin deposition inhibition; AH1F fibroblasts, Alexa488-fibronectin deposition fluorescence, overnight; inhibition, % at 12.6 µM; 0.086% of 350,000 active;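 active = mean inhibition across replicates of 30% or more, regardless of how many single replicates reach that level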;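 note: positive control wells lacked labelled fibronectin entirely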
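Material: AH1F fibroblasts assembling fluorescent fibronectin matrix; amount: 10000 AH1F cells/well; medium: DMEM, 2% serum; reagent: Alexa488-fibronectin, 24 nM final in well; dosing: single compound dose, delivered by pin transfer; incubation: 1 h adhesion, overnight exposure; detection: fluorescence after three HBSS washes, excitation 485 nm, emission 525 nm; measure: fibronectin deposition inhibition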
Cneo AK release: causes C. neoformans cell lysis. adenylate kinase release luminescence, 4 h; normalised: neutral wells 0, clomiphene wells 100. lysis activity, % at 15 µM. 0.2% of 360,000 active. AID 651654;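 active = mean lysis activity across replicates of at least 80%, whatever share of replicates individually reach that level; inactive = mean lysis activity below 80%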
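Signal: Adenylate kinase release luminescence | Assay system: Log-phase Cryptococcus neoformans yeast cells | Input: Cells at 5 × 10^6 per mL | Buffer or medium: Fresh YPD growth medium | Compound: Single dose | Schedule: Static 4 h at 37 °C with compound, 1 h detection | Controls: Clomiphene | Read-out: Luminescence rise reflecting yeast cell lysis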
EWS-Fli inh: inhibitors of EWS/Fli oncoprotein transcriptional activity. A673 NR0B1-luciferase reporter, viability-normalised. inhibition, % at 12.6 µM. 0.67% of 350,000 active;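 active = mean inhibition of at least 50% after viability correction, with every replicate also passing that limit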;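 note: firefly luciferase signal divided by Alamar Blue viability fluorescence both relative to DMSO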
miR122 inh: blocks miR-122 activity in Huh7 sensor cells | Huh7 miR-122 Renilla luciferase sensor, 48 h; neutral wells = 0, positive control = 100 | activation (reporter increase), % at 12.5 µM | 0.3% of 340,000 active;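 active = mean replicate activation score at least 90 and every replicate individually at or above 90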;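 note: higher luciferase means less miR-122 activity so hits act as miR-122 inhibitors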
Starred values were filed as active, the others as inactive; x = not tested or not shown; & = joins results of further samples; [ ] = remark or other dose.

SMILES	LGR2 inh	PGC1a acetyl inh	CASP6 VEID inh	PAX8 reporter	FN deposit inh	Cneo AK release	EWS-Fli inh	miR122 inh
COc1ccccc1-c1cnc2c(c1)C(=O)N([C@@H](C)CO)C[C@H](C)[C@H](CN(C)C(C)=O)O2	4	-9	1	x	x	-2	-9	10[16.7 µM]
COc1ccc(CN2[C@@H](CC(=O)O)c3ccc(C(F)(F)F)cc3S2(=O)=O)cc1	1	x	-4	-1	7	x	0	x
COc1ccc(C(=O)NCCNc2ncc(C(F)(F)F)cc2Cl)cc1[N+](=O)[O-]	-8	5	4	-7	-15	2	-11	-4
CCN1CCN(C(c2cccs2)C(C)NC(=O)c2ccccc2F)CC1 (centres undefined)	-9	6	2	x	x	-1	-6	3
O=C(CCCOc1ccccc1)NCCc1ccccc1	-75	6	2	6	-7	x	-16	-3
Cc1ccc([N+](=O)[O-])cc1N1C(=O)CS/C1=N\NC(=O)c1cccnc1	23	x	0	-12	4	x	14	-17
CCCCCCCC1c2c(c(C)c(C)oc2=O)Oc2c(C)c(C)oc(=O)c21	8	17	5	-2	0	0	-7	10
CC(=O)c1ccc(NC(=O)COC(=O)C2C3CC4OC(=O)C2C4C3)cc1 (centres undefined)	-2	13	0	-32	-4	7	-3	-10
Cc1ccc(CNc2ccc(N3CCOCC3)c(Cl)c2)cc1	-8	-8	0	-17	0	0	-2	1
O=C(OCC(=O)N1CCCC1=O)c1ccc(Cl)cc1[N+](=O)[O-]	-13	x	2	-11	-10	1	-2	x
COc1ccc(S(=O)(=O)N(C)C[C@H]2Oc3ccc(NC(=O)C4CC4)cc3CC(=O)N([C@@H](C)CO)C[C@H]2C)cc1	1	2	3	x	x	-5	-3	6[16.7 µM]
CC(=O)Nc1ccc(NC(=O)Cn2ccc([N+](=O)[O-])n2)cc1	8	x	5	13	5	x	3	x
C[C@@H]1CN([C@@H](C)CO)C(=O)c2cc(NS(=O)(=O)c3cccs3)ccc2O[C@@H]1CN(C)Cc1ccc2c(c1)OCO2	-3	9	-1	x	0	2	-1	10[16.7 µM]
COc1ccc(C(CC(=O)N2CCCCC2)C(C)C)cc1 (centres undefined)	x	x	0	-6	-1	x	-3	x
Cc1cc2c(c(=O)o1)[C@@]1(C(=O)N(C)c3ccc([N+](=O)[O-])cc31)C1=C(CCCC1=O)O2	-19	x	-3	-7	1	x	-10	x
c1ccc(-c2cc3nc(NCc4cccs4)ccn3n2)cc1	-62	18	0	-134	1	-7	-13	-5
Cc1ccc(S(=O)(=O)NC(=O)Nc2ccc(F)cc2)cc1	x	21	x	x	0	-1	x	2
COc1cccc(OCC(O)CN2CCc3ccccc3C2)c1 (centres undefined)	-4	6	0	-3	0	2	x	-10
COCCNC(=O)c1ccccc1NC(=O)c1ccccc1N(C)S(C)(=O)=O	-6	-16	x	-3	0	4	x	4
O=C(Cc1ccc(NC2=NC3CS(=O)(=O)CC3S2)cc1)NCc1ccccc1 (centres undefined)	6	x	1	-9	1	-2	0	x
C[C@@H]1CCCCO[C@@H](CN(C)S(=O)(=O)c2ccc(F)cc2)[C@@H](C)CN([C@H](C)CO)C(=O)c2cc(NC(=O)CCCN(C)C)ccc2O1	10	12	0	-31	-9	9	-3	3[16.7 µM]
CCOC(=O)N1CCc2c(sc3ncn(Cc4ccc(F)cc4)c(=O)c23)C1	x	8	2	15	-5	x	0	x
CN(NC(=O)c1ccccc1F)c1ncccc1[N+](=O)[O-]	3	x	-1	-8	2	0	4	2
CC(C)C(NC(=O)c1ccc(C(C)(C)C)cc1)C(=O)NC1=NCCS1 (centres undefined)	x	-23	x	-20	-3	x	x	-6
Cc1[nH]c2ccccc2c1/C=N/Nc1ccccc1[N+](=O)[O-]	x	-3	11	1	19	x	-24	x

Overlap with the part before: five entries; new compounds follow.
SMILES	LGR2 inh	PGC1a acetyl inh	CASP6 VEID inh	PAX8 reporter	FN deposit inh	Cneo AK release	EWS-Fli inh	miR122 inh
C[C@@H]1CCCCO[C@@H](CN(C)S(=O)(=O)c2ccc(F)cc2)[C@@H](C)CN([C@H](C)CO)C(=O)c2cc(NC(=O)CCCN(C)C)ccc2O1	10	12	0	-31	-9	9	-3	3[16.7 µM]
CCOC(=O)N1CCc2c(sc3ncn(Cc4ccc(F)cc4)c(=O)c23)C1	x	8	2	15	-5	x	0	x
CN(NC(=O)c1ccccc1F)c1ncccc1[N+](=O)[O-]	3	x	-1	-8	2	0	4	2
CC(C)C(NC(=O)c1ccc(C(C)(C)C)cc1)C(=O)NC1=NCCS1 (centres undefined)	x	-23	x	-20	-3	x	x	-6
Cc1[nH]c2ccccc2c1/C=N/Nc1ccccc1[N+](=O)[O-]	x	-3	11	1	19	x	-24	x
O=C(Cc1ccc(NC2=NC3CS(=O)(=O)CC3S2)cc1)NCc1ccccc1Cl (centres undefined)	19	-3	-2	9	-5	-1	-3	-3
COc1ccc(C(=O)CC(=O)C(=O)Nc2cc(OC)ccc2OC)cc1	3	x	2	-13	1	x	7	x
COc1ccc(C(=O)OCC2CC(c3ccccc3)=NO2)cc1OC (centres undefined)	1	x	0	19	-3	x	-3	x
Cn1c(CNC(=O)CNS(=O)(=O)c2ccc(F)cc2F)cc(=O)n(C)c1=O	-2	3	0	-2	-13	-2	-2	-3
O=c1/c(=C\c2ccc(O)cc2)sc2nc(-c3ccccc3)c(-c3ccccc3)n12	9	-5	-1	-5	-21	x	10	x
O=c1c2ccccc2c(=O)n2n1Cc1ccccc1C2	-13	15	1	-50	-16	3	-42	-7
C/C=C/c1ccc([C@H]2[C@@H](CNS(C)(=O)=O)N(CC3CCCC3)[C@H]2CO)cc1	-12	-11	-2	30	3	2	2	0[16.7 µM]
CCc1cc2c(=O)c(-c3ccc4c(c3)OCO4)coc2c(CN(C)C)c1O	4	x	11	-14	3	0	15	x
Cc1[nH]c(=S)n(CC2CCCO2)c1C (centres undefined)	x	5	x	-8	4	1	x	1
O=C(c1cc(S(=O)(=O)N2CCOCC2)ccc1Cl)N1CCOCC1	-11	0	8	-2	x	-4	-1	-4
CCOCCCNC(=O)CN1C(=O)CSc2ccc(S(=O)(=O)N3CCOCC3)cc21	1	2	-3	4	10	0	x	-1
COc1ccc2oc(C(=O)OCC(=O)N(C)C3CCS(=O)(=O)C3)c(C)c2c1 (centres undefined)	8	-2	7	-13	3	6	-3	-24
C[C@H]1CN([C@@H](C)CO)C(=O)c2cc(NS(=O)(=O)c3ccc(F)cc3)ccc2O[C@H]1CN(C)Cc1ccc(Oc2ccccc2)cc1	15	1	2	7	-2	5	2	-1[16.7 µM]
C[C@H](CO)N1C[C@H](C)[C@@H](CN(C)C(=O)Nc2ccccc2)OCc2cnnn2CCCC1=O	-4	1&2	-3&-1	5	3	-2&-1	6&-6	-3&1[16.7 µM]
COc1ccc(-c2cccc3[nH]c4c(c23)CCN2C(=O)[C@H]3[C@H](C)ON(C)[C@H]3C[C@@H]42)cc1	-14	x	5	10	-2	x	12	x
CN1CCN(C(=O)C[C@@H]2C=C[C@@H](NS(=O)(=O)c3cccc(F)c3)[C@H](CO)O2)CC1	19	-1	-1	-10	6	13	-5	1[16.7 µM]
O=C(NCCN1CCCC1)c1ccccc1Cl	x	x	-71	10	-2	2	4	x
O=C(c1ccccc1)N1CCN(CCc2ccccn2)CC1	-1	-10	-4	-13	7	1	9	-10
COCCn1c(-c2ccc(-c3ccccc3Cl)o2)nc2c1c(=O)[nH]c(=O)n2CC(C)C	x	10	x	-16	7	1	x	-3
O=C(c1ccccc1-c1ccccc1)N1CCCCC1	-22	-8	-8	0	1	x	10	-1
O=C(O)C1CCC(N2C(=O)C3CCCCC3C2=O)CC1 (centres undefined)	x	3	x	x	1	1	x	-9
CCCCn1c(=O)[nH]c(=O)c2c1nc(-c1ccncc1)n2CCOC	-6	-2	0	x	x	0	x	-4
CCOc1ccc(NC(=S)NC(=O)Cc2ccccc2)cc1	-1	4	6	-18	3	12	x	1
CC1(C)C2CCC1(CS(=O)(=O)NCc1ccc(Cl)cc1Cl)C(=O)C2 (centres undefined)	5	x	-1	15	7	0	4	29
CC(C)CNC(=O)C1(C)CCCCCN1C(=O)c1cccnc1 (centres undefined)	-25	-9	56*	4	10	-5	4	0
SMILES	LGR2 inh	PGC1a acetyl inh	CASP6 VEID inh	PAX8 reporter	FN deposit inh	Cneo AK release	EWS-Fli inh	miR122 inh
O=C(COC(=O)c1ccncc1)Nc1cc(S(=O)(=O)N2CCOCC2)ccc1Cl	-9	7	0	-2	x	x	-4	x
CO[C@@H](CN(C)C(=O)c1cnccn1)[C@H](C)CN([C@H](C)CO)S(=O)(=O)c1ccc(F)cc1	-8	8	-2	x	0	2	-2	x
COc1cccc(CNC(=O)CCc2nnc3ccc(NCCCN4CCCC4=O)nn23)c1	2	2	14	-11	30*	3	8	-3
Cc1ccc(NC(=O)Cn2nnc(-c3ccccc3-n3cnnn3)n2)c(C)c1	13	-3	2	0	x	0	5	3
O=C(C[C@@H]1CC[C@H]2[C@@H](COC[C@@H](O)CN2CCc2ccccc2)O1)N1CCC(Cc2ccccc2)CC1	13	-1	-3	-13	-3	-5	26	-15[16.7 µM]
COc1cccc2c1OCC(CN1CCN(Cc3ccccc3)C(CCO)C1)=C2 (centres undefined)	-18	6	4	22	1	0	12	-5
Cc1cc(NC(=O)Nc2ccc(Cl)cc2)no1	-58	-4	0	-60	1	-2	-87	-4
CCC(C)NC(=O)C1(NC(=O)Nc2ccccc2)CCCCC1 (centres undefined)	-26	-37	5	-13	7	x	2	x
O=C(c1cnn(-c2ccccc2)c1-n1cccc1)N1CCN(C2CCCCC2)CC1	14	x	-2	0	-3	-3	6	1
CCCn1nc(NC(=O)c2cccs2)c2cc3cccc(C)c3nc21	2	4	-3	15	-5	0	1	6
CNC(=O)c1c(NC(=O)c2ccc(S(=O)(=O)N3CCCCC3C)cc2)sc2c1CCN(C)C2 (centres undefined)	-4	x	-6	-1	x	27	x	x
O=C(Cn1ccc2cc(S(=O)(=O)N3CCCC3)ccc21)NCCc1ccccc1	-8	x	-1	-20	3	0	x	x
COc1ccccc1CNC(=O)COC(=O)c1ccc(N2CCCC2=O)cc1	-10	2	0	3	-1	3	-5	-6
CSc1cccc(NC(=O)c2cnn3ccccc23)c1	-71	-6	-2	-84	14	x	-48	x
COc1ccc(Br)cc1C(=O)Nc1cccc2ncccc12	5	x	x	2	-4	x	10	x
Cc1nnc(SCC(=O)Nc2ccc3c(c2)OCO3)[nH]c1=O	-6	x	1	-12	x	x	1	x
c1ccc2c(c1)-c1cccc3cncc-2c13	-16	x	1	-55	4	1	-24	8
O=C(CSc1ncn[nH]1)NCc1ccc(Cl)cc1	-2	13	-1	12	-4	1	-6	0
COc1ccc(C(=O)OCC(=O)c2ccccc2)cc1S(=O)(=O)N1CCOCC1	1	1	2	x	-2	0	x	25
C=CCc1c(C)nc(SC)nc1Nc1ccc(C(C)=O)cc1	8	-10	x	x	x	2	x	14
O=C(C[C@@H]1C[C@@H]2c3cc(NS(=O)(=O)c4ccc(F)cc4)ccc3O[C@@H]2[C@H](CO)O1)NCc1ccccc1	-18	1	4	16	-2	0	-1	6[16.7 µM]

Two of these compounds in another layout:
structure,LGR2 inh,PGC1a acetyl inh,CASP6 VEID inh,PAX8 reporter,FN deposit inh,Cneo AK release,EWS-Fli inh,miR122 inh
COc1ccccc1CNC(=O)COC(=O)c1ccc(N2CCCC2=O)cc1,-10,2,0,3,-1,3,-5,-6
CSc1cccc(NC(=O)c2cnn3ccccc23)c1,-71,-6,-2,-84,14,x,-48,x

High-throughput results deposited in PubChem BioAssay by Broad Institute.
